HCV NS3 hel inh: inhibitors of HCV NS3 helicase, primary screen, biochemical, Cy5 molecular beacon fluorescence. Hepatitis C virus NS3 helicase. NS3 helicase DNA unwinding. inhibition, % at 10.9 µM. 290,000 compounds, 0.56% hits;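 active means inhibition above the mean of all tested compounds plus 3 SD, set per campaign, cut at about 35% in these data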;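 further: 0% = DMSO wells and 100% = thioflavine S control wells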
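Measured by: Cy5 fluorescence, 0 and 60 min reads / Assay system: NS3 helicase fragment of HCV / Control set: low DMSO, high thioflavine S at 110 µM / Times: 1 h reaction at 25 °C, ATP-initiated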
GPR7 antag: GPR7 receptor antagonists, primary screen, cell-based, fluorescence, single concentration; 290,000 compounds, 1.1% hits; AID 1861, 2009; inhibition, % at 4.4 µM; GPR7-expressing cells, fluorescence antagonist assay; Neuropeptides B/W receptor type 1 (Homo sapiens), P48145; in the data active means inhibition above about 16%, passing the limit was not always enough;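 further: cells stimulated with the agonist NPW; 0% = agonist with vehicle and 100% = vehicle without agonist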
GalR3 antagonist: GalR3 antagonists in HEK293 cells, primary screen, cell-based, fluorescence readout | Galanin receptor type 3 (Homo sapiens), O60755 | HEK293 GalR3-CNG cAMP membrane potential fluorescence; galR3 body fused to GalR1 C-terminus | inhibition, % at 3 µM | 360,000 compounds, 0.44% hits;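 active means inhibition above the screen-wide average plus 3 SD, cut at about 13% in these data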;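 further: forskolin and galanin both at EC90 stimulate the cells; cAMP rise reported by CNG channel membrane potential dye signal; 0% = forskolin plus galanin with DMSO and 100% = forskolin alone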
Target sequence (O60755 1-299 limits assumed): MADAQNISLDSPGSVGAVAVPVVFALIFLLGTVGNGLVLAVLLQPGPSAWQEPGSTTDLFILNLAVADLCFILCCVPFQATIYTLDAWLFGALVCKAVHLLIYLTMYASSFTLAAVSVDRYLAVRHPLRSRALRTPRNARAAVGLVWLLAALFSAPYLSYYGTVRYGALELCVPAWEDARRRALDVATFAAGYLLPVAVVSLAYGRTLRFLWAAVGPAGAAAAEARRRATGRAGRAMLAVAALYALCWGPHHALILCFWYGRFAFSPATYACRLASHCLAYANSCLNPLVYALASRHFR
IMP-1 inh: IMP-1 metallo-beta-lactamase inhibitors, primary screen, biochemical, epi-absorbance readout, Pseudomonas aeruginosa enzyme; metallo-beta-lactamase IMP-1 (Pseudomonas aeruginosa); purified IMP-1, nitrocefin hydrolysis, epi-absorbance fluorescence; inhibition, % at 5.6 µM; 290,000 compounds, 0.45% hits;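 active means inhibition above the mean plus 3 SD of all compounds in the same screening run, cut at about 4.5% in these data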;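 further: 0% = IMP-1 with DMSO and 100% = DMSO wells lacking enzyme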
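System: purified recombinant IMP-1 beta-lactamase. Medium: Zinc- and detergent-supplemented HEPES buffer, pH 7.1. Compound: one 5.6 µM dose […]. Schedule: 15 min preincubation plus 25 min reaction at 25 °C. Technique: Epi-absorbance fluorescence, 480 nm excitation, 530 nm emission.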
VIM-2 inhibitor: VIM-2 metallo-beta-lactamase inhibitors, primary screen, biochemical, epi-absorbance readout, Pseudomonas aeruginosa enzyme | inhibition, % at 5.6 µM | purified VIM-2, nitrocefin hydrolysis, epi-absorbance fluorescence | AID 1527, 2009 | 290,000 compounds, 0.89% hits;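 active means inhibition above the mean of all tested compounds plus 3 SD, cutoff set per screening run, cut at about 7.5% in these data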;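 further: red hydrolysis product quenches plate fluorescence so inhibitors raise well fluorescence; 0% = enzyme with DMSO and 100% = DMSO without enzyme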
PHOSPHO1 inh: PubChem AID 1565. 290,000 compounds, 1.1% hits. inhibition, % at 13.3 µM. Phosphoethanolamine/phosphocholine phosphatase (Homo sapiens), Q8TCT1. recombinant PHOSPHO1, absorbance phosphatase assay; in the data active means inhibition above about 60%
DNA FID counter: compounds displacing fluorescent DNA intercalator, primary screen, artefact control for HCV NS3 helicase inhibitor project, biochemical, FID fluorescence. DNA fluorescent intercalator displacement. inhibition, % at 7.9 µM. 290,000 compounds, 0.17% hits. AID 1845, 2009; in the data active means inhibition above about 37%;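 further: 0% = vehicle and 100% = reference compound; higher means more ethidium bromide displaced from hairpin DNA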
V1R ag counter: agonists of human V1a receptor, primary screen, counter-screen for OXTR agonist project, fluorescence, CHO-V1R cells; Fluo-8 calcium fluorescence, agonist mode; 0% DMSO, 100% 3 nM vasopressin; 320,000 compounds, 0.25% hits; activation, % at 3 µM; AID 2797, 2010; Vasopressin V1a receptor (Homo sapiens), P37288;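 active means activation above the mean activation of all tested compounds plus 3 SD, per screening run, cut at about 20% in these data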;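 further: signal is peak over basal fluorescence ratio across a 100 second FLIPR read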
Target sequence (P37288 whole entry, looked up): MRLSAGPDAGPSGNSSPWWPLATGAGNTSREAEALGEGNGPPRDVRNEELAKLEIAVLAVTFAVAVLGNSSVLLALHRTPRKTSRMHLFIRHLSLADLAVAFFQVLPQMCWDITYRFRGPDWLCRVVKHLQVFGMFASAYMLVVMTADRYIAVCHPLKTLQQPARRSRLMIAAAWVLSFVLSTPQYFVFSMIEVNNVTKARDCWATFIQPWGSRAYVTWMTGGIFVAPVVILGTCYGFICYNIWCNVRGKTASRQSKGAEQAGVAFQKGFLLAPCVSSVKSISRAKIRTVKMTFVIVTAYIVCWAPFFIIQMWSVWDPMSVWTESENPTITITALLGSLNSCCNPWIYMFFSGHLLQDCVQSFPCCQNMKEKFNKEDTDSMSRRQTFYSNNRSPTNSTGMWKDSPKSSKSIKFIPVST
OXTR ag: human OXTR agonists, primary screen, fluorescence, CHO-OTR cells, Fluo-8 calcium; Oxytocin receptor (Homo sapiens), P30559; Fluo-8 calcium fluorescence; normalized: DMSO 0%, oxytocin 100%; activation, % at 3 µM; 320,000 compounds, 0.32% hits; AID 2435, 2010;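 active means activation above the mean of all tested compounds plus 3 SD, cutoff set per screening run, cut at about 20% in these data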;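 further: peak over basal fluorescence ratio from a 100 s FLIPR kinetic read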
Target sequence (P30559 whole entry, looked up): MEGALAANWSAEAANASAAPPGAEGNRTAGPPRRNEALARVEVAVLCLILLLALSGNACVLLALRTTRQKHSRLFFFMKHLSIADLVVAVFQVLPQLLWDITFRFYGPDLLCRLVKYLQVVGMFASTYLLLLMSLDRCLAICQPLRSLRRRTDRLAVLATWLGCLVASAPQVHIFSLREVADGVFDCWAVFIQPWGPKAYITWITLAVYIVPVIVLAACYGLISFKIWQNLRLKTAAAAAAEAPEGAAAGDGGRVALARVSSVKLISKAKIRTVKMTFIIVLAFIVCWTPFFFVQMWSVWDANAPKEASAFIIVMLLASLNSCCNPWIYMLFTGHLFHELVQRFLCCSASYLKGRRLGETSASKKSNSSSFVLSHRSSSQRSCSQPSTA
Active calls of the source: *; . = no result given.

SMILES	HCV NS3 hel inh	GPR7 antag	GalR3 antagonist	IMP-1 inh	VIM-2 inhibitor	PHOSPHO1 inh	DNA FID counter	V1R ag counter	OXTR ag
O=S(=O)(Nc1nnc(C(F)(F)F)s1)c1ccc(Cl)cc1	-10	-4	-9	-0.8	-0.1	39	-16	0.2	1.6
CCOC(=O)c1cc2c(=O)n3cccc(C)c3nc2n(CCOC)c1=NC(=O)c1ccncc1	0	6	.	-2.0	-1.9	.	2	.	.
CC1=C(C)C(=O)N(CCC(=O)O)C1=O	5	1	-7	-3.8	-0.4	-3	-2	0.9	0.1
CCOC(=O)C1=C(C)N=C2SCCC(=O)N2[C@@H]1c1cccs1	-4	-8	-3	-2.6	-0.8	4	-12	-0.8	-2.2
COc1cc(C(=O)NCCCNc2nc3cc(C)c(C)cc3cc2C#N)cc(OC)c1OC	26	-8	-1	-2.1	-1.5	-12	-16	-1.7	-2.8
CCOC(=O)c1cnc2c(C)c(-c3ccccc3)[nH]n2c1=O	7	-1	0	-4.5	-3.8	-3	-7	0.4	-1.1
CCOC(=O)CN(C(=O)CSc1nnc2c(n1)[nH]c1ccc(OC)cc12)c1ccc(F)cc1	6	4	-4	-2.5	-1.3	-12	-3	-0.7	-1.9
CC(C)c1ccc(CCNC(=O)c2cccc(S(=O)(=O)N3CCN(C)CC3)c2)cc1	-73	-22	-1	-2.0	-2.3	9	11	12	9.3
CS(=O)(=O)c1ccc2nc(NC(=O)CC3CCCC3)sc2c1	-4	-1	-7	-4.0	-5.1	22	-7	0.3	-1.4
COc1ccc(S(=O)(=O)NC(C(C)C)C(C)C)cc1OC	4	-8	-3	-2.2	-2.7	2	-20	-0.3	-0.8
CC(C)NC(=S)N1CCC(Cc2ccccc2)CC1	-7	4	-3	-2.9	-2.8	-75	-12	-1.1	-1.1
Cc1nc2cc(-c3cccs3)[nH]n2c(=O)c1C	-4	-8	.	-3.3	-3.4	.	0	0.8	0.4
CN(C)c1nc(Nc2ccc(Cl)cc2)nc(OCC#N)n1	-5	-5	-5	-2.0	-0.2	28	-6	2.9	1.3
CCC(=O)Nc1ccc(Oc2ccc3c(c2)C(=O)NC3=O)cc1	7	14	-1	-1.3	-1.3	5	-1	0.5	1.0
Cc1cc(C)c(C(=O)COC(=O)Cn2c(C)csc2=O)cc1C	0	-4	-3	-4.1	-2.1	0	-34	0.8	-0.8
CCOC(=O)Cn1c2c(c(=N)c3ccccc31)CCC2	-5	-8	-3	-1.6	-2.1	0	12	-0.3	0.4
CCN(CC)S(=O)(=O)c1ccc(NC(=O)COC(=O)CN2C(=O)c3ccccc3C2=O)cc1	-7	-2	-4	-2.3	-2.2	14	-9	2.3	4.0
Cc1cc(C2C(C#N)=C(N)Oc3n[nH]c(C)c32)c(C)s1 (stereo unspecified)	0	0	1	-2.2	-2.2	32	-5	0.2	-0.2
Cc1cc(C)cc(C(=O)NCC(=O)OCC(=O)c2cc(C)n(CC(F)(F)F)c2C)c1	4	-11	-4	-2.7	-1.6	2	-2	-0.6	-0.9
CC1=CC(C)(C)N(C(=O)CNC2CCCCC2)c2cc(C)ccc21	-11	23*	-12	-2.3	-0.1	26	17	-0.2	-0.5

Entries of single compounds, looked up by structure:
Results for CC(C)c1ccc(CCNC(=O)c2cccc(S(=O)(=O)N3CCN(C)CC3)c2)cc1 → HCV NS3 hel inh: -73; GPR7 antag: -22; GalR3 antagonist: -1; IMP-1 inh: -2.0; VIM-2 inhibitor: -2.3; PHOSPHO1 inh: 9; DNA FID counter: 11; V1R ag counter: 12; OXTR ag: 9.3
Results for CCOC(=O)c1cc2c(=O)n3cccc(C)c3nc2n(CCOC)c1=NC(=O)c1ccncc1 → HCV NS3 hel inh: 0; GPR7 antag: 6; GalR3 antagonist: .; IMP-1 inh: -2.0; VIM-2 inhibitor: -1.9; PHOSPHO1 inh: .; DNA FID counter: 2; V1R ag counter: .; OXTR ag: .
Results for CC1=CC(C)(C)N(C(=O)CNC2CCCCC2)c2cc(C)ccc21 → HCV NS3 hel inh: -11; GPR7 antag: 23*; GalR3 antagonist: -12; IMP-1 inh: -2.3; VIM-2 inhibitor: -0.1; PHOSPHO1 inh: 26; DNA FID counter: 17; V1R ag counter: -0.2; OXTR ag: -0.5

The listing continues:
SMILES	HCV NS3 hel inh	GPR7 antag	GalR3 antagonist	IMP-1 inh	VIM-2 inhibitor	PHOSPHO1 inh	DNA FID counter	V1R ag counter	OXTR ag
Nc1c(Cl)ncnc1NCc1cccnc1	11	-15	4	-3.3	-3.2	22	-4	3.9	2.8
O=C(NC(=S)NCCCN1CCOCC1)c1ccc([N+](=O)[O-])cc1	1	0	-6	-2.6	1.5	1	4	0.1	0.4
Cc1ccc(-n2c(-c3ccco3)n[nH]c2=S)cc1	4	-4	2	-0.3	4.3	-107	-9	1.9	0.1
O=C1CC(N2CCN(c3ccccc3)CC2)C(=O)N1Cc1ccc(Cl)cc1 (stereo unspecified)	6	-14	-5	-2.3	-1.8	2	-21	0.1	1.8
COc1cc2c(cc1OC)C(c1cc3cc(C)ccc3[nH]c1=O)N(C(=O)c1ccco1)CC2 (stereo unspecified)	0	-3	-8	-2.1	-3.6	23	-37	0.6	0.4
COC(=O)c1cc(NC(=O)C2CC=CCC2C(=O)O)cc(C(=O)OC)c1 (stereo unspecified)	-4	-12	-4	-4.0	-0.2	7	-5	-0.7	-1.3
CCOC(=O)c1nc(N2CCN(C(=O)OCC)CC2)c2c3c(sc2n1)CCCC3	-13	-5	1	-1.6	0.8	14	-49	-0.3	-1.2
COc1ccc(CCNC(=O)C2CCCN2C(=O)Nc2ccc(C)cc2)cc1OC (stereo unspecified)	31	15	3	-0.1	-1.1	34	-16	-0.2	-2.2
c1ccc2c(c1)[nH]c1c(N3CCOCC3)ncnc12	-1	-7	-7	-1.5	0.8	25	-1	8.3	5.8
COC(=O)c1c(C)oc(C)c1S(=O)(=O)NCC1CC1	31	-14	-5	-3.9	-2.4	17	-6	0.9	0.1
O=C1CC(c2ccco2)Cc2nc(Nc3nc(-c4ccccc4)c4ccccc4n3)ncc21 (stereo unspecified)	7	-1	-4	-3.7	-1.5	9	-16	-0.5	-0.9
Cc1c(O)ccc2c(=O)c(Oc3ccccc3)coc12	10	11	-6	-3.3	-0.1	24	-11	.	.
CC(C)CC(OC(=O)c1ccco1)C(=O)NC1CCCCC1 (stereo unspecified)	0	-8	-4	-5.1	-2.2	21	-12	-0.3	-2.4
C/C(CC(=O)NC12CC3CC(CC(C3)C1)C2)=N\NC(=O)Cc1cccs1	-13	4	4	-2.8	-0.5	-24	-20	-1.1	-1.3
CCc1cccc(CC)c1NC(=S)NCCc1ccc(O)c(O)c1	-13	5	-5	-3.0	-1.5	2	-4	0.1	0.5
CC(C)C(NC(=S)Nc1ccccc1)C(=O)O (stereo unspecified)	0	-2	3	1.1	-0.5	-2	-3	0.1	-1.4
C=C(C)CSC1=C(C#N)C(c2ccsc2)CC(=O)N1 (stereo unspecified)	1	3	-2	-0.9	-2.4	47	-5	-0.3	0.9
CCN1CCN(S(=O)(=O)c2cccc3nsnc23)CC1	7	-8	-1	-3.8	-0.3	4	0	0.4	-0.9
COc1ccc(CNC(=O)CSc2nnc(NC(=O)C3CC3)s2)cc1	7	-7	-8	-1.0	-1.4	15	-5	-0.7	-0.8
CC(=O)Nc1ccc(NC(=O)c2ccccc2S(=O)(=O)c2ccccc2[N+](=O)[O-])cc1	4	-2	1	-2.8	0.5	16	-3	-0.3	-1.4
Cc1ccc(OCc2nnc(SC(C)C(=O)O)n2Cc2ccccc2)cc1 (stereo unspecified)	13	-9	-10	-1.1	0.2	24	-29	0.3	-1.5
COc1ccc(CO[C@@H]2O[C@H](CO)[C@@H](O)[C@H](O)[C@H]2NC(C)=O)cc1OC	2	6	0	-2.7	-1.4	44	2	.	.
CN(CC1CCCO1)S(=O)(=O)c1ccc(C(=O)Nc2ccc([N+](=O)[O-])cc2)cc1 (stereo unspecified)	-5	12	4	0.5	0.0	19	11	13	11
O=C1/C(=C\c2cccnc2)CN(Cc2ccccc2)C/C1=C\c1cccnc1	16	-2	.	-4.4	-3.9	-1	-6	1.1	0.4
C/C(=N\NC(=S)Nc1ccc(C)cc1)c1cccc(N)c1	5	-4	-5	-3.0	-1.3	-81	-2	-0.9	-0.6
CC1CCCC(NS(=O)(=O)c2cccc3nsnc23)C1C (stereo unspecified)	2	5	-1	-4.2	-7.2	29	-26	0.6	-1.5
CNC(=O)c1cc2ncc(C(F)(F)F)cc2s1	4	2	6	-2.5	1.4	28	-4	-0.1	-0.1
Cc1c(C(=O)N2CCN(CCc3ccccn3)CC2)oc2ccc(Cl)cc12	-3	-6	-6	-0.3	0.9	22	-26	5.1	3.3
CCC(=O)N(CCc1ccccc1)Cc1cc2cccc(C)c2[nH]c1=O	11	22	0	0.2	-0.5	35	-42	1.9	-0.7
NC(=O)NC(=O)COC(=O)CCCSc1nc2ccccc2s1	4	-4	-8	-2.4	-1.3	-23	-13	1.8	1.0
COc1ccccc1N(C(=O)c1snc(C(N)=O)c1N)C(C(=O)NCc1ccccc1)c1ccc(O)cc1 (stereo unspecified)	-22	9	-9	-5.1	-2.9	18	-32	.	.
Cn1nnnc1SCC(=O)NCCc1ccc(Cl)cc1	2	-8	-3	-4.0	-4.1	43	-9	-0.9	-0.7
CCOc1ccc(S(=O)(=O)N2CCC(C(=O)NCc3cccnc3)CC2)cc1C	2	6	2	-4.3	-0.5	26	-29	-0.1	-1.4
O=[N+]([O-])c1ccc(/C=N/Nc2nc(-c3ccccc3)c3cc(Br)ccc3n2)o1	13	20	-2	-2.2	-4.2	15	-7	-0.1	0.5
O=C(CCCN1C(=O)c2ccccc2C1=O)N1CCC(c2ccccc2)C1 (stereo unspecified)	-3	-4	-2	-4.4	-1.9	2	-26	-0.7	-0.7
COc1ccc(C2N=C(Nc3ccc(C)cc3)Nc3nc(C)cc(=O)n32)cc1 (stereo unspecified)	-17	11	-1	-4.1	-4.3	1	-1	0.6	-1.8
CCn1cc(/C=C(\NC(=O)c2ccccc2OC)C(=O)NCCCn2ccnc2)c2ccccc21	-24	-12	-7	-0.5	-4.2	55	21	-0.3	-1.2
Cn1c(COc2ccccc2)nnc1SCC(=O)Nc1ccc(N2CCOCC2)cc1	-3	-7	7	-4.5	-3.7	15	-35	-0.2	0.7
C(=N\Nc1nc(Nc2ccccc2)nc(N2CCCCC2)n1)/c1ccco1	-48	-9	-10	-4.8	-4.8	25	-10	-1.8	-0.9
CCOc1ccc(CCNC(=O)CSc2cc(=O)n(C)c3cc(Cl)ccc23)cc1OCC	-7	4	-10	-1.9	-2.1	1	-3	0.2	0.1
